High-throughput results (PubChem BioAssay)
hIAP activ – increases human intestinal alkaline phosphatase activity | purified human IAP, CDP-Star luminescence, 30 min; stronger effect = higher value; 1 = vehicle-only enzyme, 0 = enzyme-free background | activation factor at 10 µM | 330,000 tested, 0.16% active;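 active = activation factor of the enzyme at least 2-fold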; also: the source names both 10 and 20 µM as test concentration; values of inactives mirror those of a sister screen read the other way
MPTP inh – permeability transition pore inhibition. isolated mouse mitochondria, Ca2+ swelling absorbance, 30 min. inhibition, % at 10 µM. 360,000 tested, 1.4% active. AID 602449;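 active = inhibition of 50% or more, scaled per plate between neutral and stimulator controls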;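 also: 0% = DMSO wells given calcium and 100% = 1 mM EGTA wells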
SENP8 inh – blocks human SENP8 cleavage of Nedd8 substrate. Q96LD8. recombinant SENP8, Nedd8 substrate fluorescence. inhibition, % at 20 µM. 360,000 tested, 0.64% active. AID 602440; in the data active = inhibition mostly above about 40%, no sharp cut-off; inactive = mostly below about 27%
Target sequence (Q96LD8 whole entry, looked up): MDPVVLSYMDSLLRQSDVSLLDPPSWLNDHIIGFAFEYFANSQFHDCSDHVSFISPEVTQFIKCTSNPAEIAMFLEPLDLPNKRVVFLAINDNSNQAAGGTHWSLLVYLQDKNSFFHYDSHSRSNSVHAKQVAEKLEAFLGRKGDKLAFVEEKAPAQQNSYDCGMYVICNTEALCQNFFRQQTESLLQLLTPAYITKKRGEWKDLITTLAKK
ATG4B inhibitor – ATG4B (human) cysteine protease inhibition; ATG4B cleavage of LC3-PLA2, NBD-HPC fluorescence, 1 h; Q9Y4P1; AID 504462; inhibition, % at 8.33 µM; 340,000 tested, 0.51% active; in the data active = inhibition above about 40%
SENP6 block – inhibitors of human SENP6 protease; Recombinant SENP6 catalytic domain, aminoluciferin luminescence; 330,000 tested, 1.8% active; AID 2599; Q9GZR1; inhibition, % at 10 µM;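 active = inhibition above about 50% at the single tested dose, limit read from the data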;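 also: plate controls were DMSO wells with enzyme for no effect and DMSO wells lacking enzyme for full effect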
Target sequence (Q9GZR1 628-1112 limits assumed): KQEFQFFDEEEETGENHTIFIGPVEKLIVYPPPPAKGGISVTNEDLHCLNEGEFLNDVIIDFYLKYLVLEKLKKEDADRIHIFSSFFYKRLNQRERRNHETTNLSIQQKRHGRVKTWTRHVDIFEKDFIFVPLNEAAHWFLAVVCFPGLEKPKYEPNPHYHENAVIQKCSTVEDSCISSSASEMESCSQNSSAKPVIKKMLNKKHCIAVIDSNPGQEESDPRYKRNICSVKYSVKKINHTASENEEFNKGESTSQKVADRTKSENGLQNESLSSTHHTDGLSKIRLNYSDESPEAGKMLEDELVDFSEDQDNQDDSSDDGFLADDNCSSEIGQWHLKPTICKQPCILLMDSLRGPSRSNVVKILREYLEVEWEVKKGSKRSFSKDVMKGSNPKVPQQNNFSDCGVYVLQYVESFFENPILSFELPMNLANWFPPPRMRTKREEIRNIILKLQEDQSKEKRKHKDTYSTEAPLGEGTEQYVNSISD
GRIN3A LBD mod – NR3A (human) ligand-binding domain modulation. NR3A LBD differential scanning fluorimetry, Tm shift; 0% = protein alone, 100% = glycine-bound protein. Tm shift relative to glycine control, % at 25 µM. 340,000 tested, 2.5% active. AID 1259313;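 active = melting temperature shift of at least 10% of the positive control shift, at one fixed dose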
SENP1 inh – blocks the human SENP1 SUMO protease catalytic domain; recombinant SENP1 catalytic domain, CyPet-SUMO1-YPet FRET cleavage; Q9P0U3; inhibition, % at 10 µM; 360,000 tested, 0.21% active; AID 624204;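 active = inhibition at least 30% at 10 µM, raw YFP signal under a set limit, fluorescence ratio 0.5 to 1.5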;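 also: 0% = enzyme with DMSO and 100% = no enzyme wells; some results filed as inactive read as strong as hits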
Target sequence (Q9P0U3 419-644 limits assumed): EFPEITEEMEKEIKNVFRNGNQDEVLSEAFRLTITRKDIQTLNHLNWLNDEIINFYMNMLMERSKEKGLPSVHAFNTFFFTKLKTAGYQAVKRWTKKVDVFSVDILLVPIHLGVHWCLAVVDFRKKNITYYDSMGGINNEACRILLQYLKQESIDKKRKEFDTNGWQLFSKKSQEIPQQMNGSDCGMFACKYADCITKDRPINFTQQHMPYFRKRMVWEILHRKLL
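Test system: human SENP1 catalytic domain; medium: Tris pH 8 buffer plus EDTA, NaCl, BME, BSA, NP40, catalase; incubation: 50 min reaction at room temperature; technique: FRET, CFP and YFP emission; controls: no-enzyme low control and enzyme-plus-DMSO high control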
PfGluPho inh – PfG6PD (Plasmodium falciparum) enzyme inhibition; inhibition, % at 20 µM; 350,000 tested, 0.78% active; AID 504690; PfGluPho enzyme, NADPH resazurin-diaphorase fluorescence;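 active = inhibition reaching at least a set limit at 20 µM in the primary screen, cut at about 59% in these data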;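 also: 0% = DMSO wells with substrate and 100% = DMSO wells lacking glucose-6-phosphate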
* hit, by the source's call; nt = no result given.

Every second line gives: hIAP activ	MPTP inh	SENP8 inh	ATG4B inhibitor	SENP6 block	GRIN3A LBD mod	SENP1 inh	PfGluPho inh
> Cc1noc(NC(=O)c2ccccc2C(F)(F)F)c1C#N
→ 0.928	0.7	-2.5	-0.2	10.7	0.6	-1.6	-7.3
> COc1ccc(CCNC(=O)C(=O)NCC2OCCN2S(=O)(=O)c2ccc(F)cc2)cc1 (stereo not given)
→ 0.921	-0.2	1.2	-15.0	-8.2	-0.8	-1.2	-9.0
> O=C1[C@H]2[C@@H](c3ccc(Cl)cc3)N3C(=O)N(c4cccc(Cl)c4)C(=O)[C@@]3(Cc3ccc(Cl)cc3)[C@H]2C(=O)N1C1CCCCC1
→ 1.03	4.1	15.2	-9.7	-7.3	1.4	1.9	1.8
> O=C(COc1cc(Cl)ccc1Cl)N1CCNC1=O
→ 0.944	-0.7	0.9	1.1	-14.1	2.1	2.1	10.0
> O=C(c1cccnc1)N1CCCc2ccccc21
→ 1.04	0.1	12.8	3.9	-34.8	2.6	2.0	-10.5
> CCCSc1nc2sc3c(c2c(=O)[nH]1)CC(C)(CC)OC3 (stereo not given)
→ 1.22	-1.6	-23.2	5.7	5.1	-3.8	-2.9	16.3
> Cc1ccc(CN(C(=O)c2ccco2)C(C(=O)NC2CCCC2)c2cccnc2)cc1 (stereo not given)
→ 1	1.2	12.8	-2.9	-33.2	-1.5	2.7	-1.1
> Cc1cc(C(F)(F)F)nc(CCNC(=O)C2CCC(=O)N(Cc3cccc(F)c3)C2)n1 (stereo not given)
→ 1.04	-0.5	5.7	2.5	-7.8	-1.1	-0.4	-4.7
> O=C(OCc1cccc2ccccc12)C1CC(=O)N(c2ccccc2)C1 (stereo not given)
→ 0.944	4.7	12.2	-6.5	-0.9	1.1	2.6	-0.2
> O=C(O)CCNC1CCCCC1
→ 0.899	0.4	7.1	-3.7	9.5	1.8	2.4	15.7
> COc1cccc(N=Nc2ccc(O)c3ncccc23)c1
→ 0.878	4.5	33.8	-3.8	76.8*	-2.3	2.9	-12.8
> O=C(COc1ccc(S(=O)(=O)N2CCOCC2)cc1)NCCN1CCOCC1
→ 0.948	0.2	5.0	-7.6	-15.1	-1.7	0.1	13.3
> CCOC(=O)c1c(N)n(C2CC(C)(C)NC(C)(C)C2)c2nc3ccccc3nc12
→ 1.03	-0.6	-292.8	-16.7	-1.6	2.2	-110.9	17.1
> CC(/C=C/c1ccccc1)=N/NC(=O)c1cnccn1
→ 1.08	0.7	29.6	-10.0	0.5	1.0	1.4	5.3
> CN(N)C(=S)Nc1ccc(F)cc1
→ 0.922	-0.2	14.3	-1.3	8.7	0.4	-1.6	-7.1
> O=C(O)CCC(=O)N1CCc2cc(S(=O)(=O)Nc3ccc4c(c3)OCCO4)ccc21
→ 0.96	-3.4	8.6	0.0	-13.5	-0.6	1.0	3.9
> O=[N+]([O-])c1cc(F)cc(F)c1Nc1ccc(F)cc1
→ nt	0.5	37.1	5.3	nt	-0.2	2.9	8.7
> O=C(NCCNc1ccc(Cl)cc1[N+](=O)[O-])c1cccnc1
→ 1.28	7.0	27.4	2.1	4.2	-2.5	3.0	2.1
> COC(=O)[C@@H](Cc1ccccc1)NC(=O)NCCc1c[nH]c2ccccc12
→ 1.04	0.5	10.7	-0.5	11.2	-3.1	-0.1	11.6
> CCc1ccccc1NC1Nc2cc(C)nn2S1 (stereo not given)
→ 1.22	0.0	11.7	-1.1	-12.9	1.0	1.5	8.4
> COc1ccc(-c2cc(-c3nnc(COC(=O)CC4CCCC4)o3)c3ccccc3n2)cc1OC
→ 1.04	2.9	-418.2	-8.9	-6.2	-4.8	-30.6	8.1
> CC(C)CCC1(CCNC(=O)c2cccs2)CCOC(C)(C)C1 (stereo not given)
→ 0.806	3.4	4.2	-3.2	-10.0	2.4	-0.7	-7.0
> Cc1ccc2c(c1)N(CC(=O)N1CCN(C3CCCCC3)CC1)C(=O)CO2
→ 0.989	-1.9	14.0	-6.4	-8.5	0.5	0.1	12.5
> Cc1noc(C)c1S(=O)(=O)N1CCN(c2ccc(Cl)cc2)CC1
→ 1.07	-0.2	5.4	-0.9	-5.7	-1.4	0.2	-2.9
> COc1ccc(C2=NS(=O)(=O)N(C)C(C(=O)N3CCCCC3)=C2)cc1OC
→ 0.928	-3.0	-230.8	-6.1	-10.0	-1.2	-1.0	-2.0
> Cn1c(-c2ccc3c(c2)OCO3)cc(=O)c2ccccc21
→ 0.97	-0.8	7.5	-22.1	-12.6	-0.5	0.4	17.9
> CCCNC(=O)C1=C(C)C(=O)OC12CCC(C)CC2 (stereo not given)
→ 0.962	-0.4	4.0	-5.2	-18.6	1.5	0.3	-19.5
> COc1cccc(C(=O)NC(=S)Nc2ccc3oc(=O)ccc3c2)c1
→ 0.925	-0.2	-4.0	-8.6	-5.1	-4.6	2.9	-4.0
> COc1ccc(OC)c(NC(=O)CSc2nc(-c3ccccc3)cc(=O)[nH]2)c1
→ 1.28	-0.3	6.6	2.2	21.2	-1.2	-1.5	-1.6
> CC(C)(S)[C@@H](N)C(=O)O
→ 1.03	0.1	-0.4	-1.4	-14.7	-0.5	-1.2	3.4
> NC(=O)c1nsc(C(=O)N(CC(=O)NC2CCCC2)c2ccc(F)c(Cl)c2)c1N
→ 0.875	0.1	-291.2	7.9	5.3	-4.7	-25.7	-14.0
> COc1cc(C2C(C(C)=O)=C(O)C(=O)N2c2ccc(Br)cn2)ccc1O (stereo not given)
→ 1.3	0.2	19.4	12.5	9.0	1.6	-6.0	1.1
> O=C(Nc1ccc2nc(-c3ccccc3)oc2c1)c1ccco1
→ 1.06	4.1	-400.1	-5.7	-7.9	7.2	-0.8	5.5
> Cc1nnc(SC(C)C(=O)Nc2ccc(S(=O)(=O)NC3CCCCC3)cc2)s1 (stereo not given)
→ 1.22	0.5	8.8	-0.4	0.6	-0.7	4.3	3.5
> O=C(Nc1ccc(S(=O)(=O)NCCc2ccccc2)cc1)c1ccncc1
→ 1.03	0.0	4.8	1.0	-3.7	1.7	1.3	11.9
> Cc1ccc(NC(=O)C(C)SCc2ccccc2)cc1 (stereo not given)
→ 0.844	-0.5	13.4	-5.5	-6.3	0.1	-0.1	-3.4
> Cc1ccc(/C=N/NC(=O)CN2CCN(Cc3ccccc3)CC2)s1
→ 1.14	0.0	11.1	-1.9	4.7	-1.5	0.4	-4.8
> O=C(CNC(=O)N1CC(=O)Nc2ccccc21)Nc1ccccc1F
→ 0.971	-2.8	6.2	-2.0	6.9	4.1	0.3	-37.6
> Cc1ccc(S(=O)(=O)NCCC(=O)NCCN2CCCCCC2)cc1
→ 1.01	-1.2	29.0	-0.5	3.2	-0.1	-12.4	-0.1
> Cc1cc(C(=O)Nc2nnc(-c3ccccc3)s2)no1
→ 0.974	1.2	-33.9	1.0	2.1	-0.6	2.1	-37.0
> C=CCNC(=O)c1ccccc1NC(=O)c1ccccc1
→ 1.02	-0.4	7.4	6.4	1.7	6.8	0.8	-10.7
> O=C(Cn1c(=O)c(=O)n(Cc2ccccc2)c2ccc(Cl)cc21)Nc1ccc(F)cc1F
→ 0.977	0.1	-436.3	-1.9	2.4	-7.0	-1.3	17.2
> O=C(C(=O)N1CCN(c2cccc(Cl)c2)CC1)N1CCCCC1
→ 1.15	-2.8	14.7	-7.1	-5.7	-0.8	-1.4	-1.2
> Cc1ccc(OCC(O)CN2CCN(CCO)CC2)c(C)c1 (stereo not given)
→ 0.765	0.7	0.2	-4.1	-10.7	2.1	-0.3	1.1
> CCCC(C)c1nc(C(N)=O)c2[nH]c(=O)n(-c3ccc(OC)cc3OC)c2n1 (stereo not given)
→ 1.47	1.5	-23.9	2.2	3.6	0.9	-0.2	-8.7

Part of the list above, as comma-separated lines:
mol,hIAP activ,MPTP inh,SENP8 inh,ATG4B inhibitor,SENP6 block,GRIN3A LBD mod,SENP1 inh,PfGluPho inh
Cc1nnc(SC(C)C(=O)Nc2ccc(S(=O)(=O)NC3CCCCC3)cc2)s1 (stereo not given),1.22,0.5,8.8,-0.4,0.6,-0.7,4.3,3.5
O=C(Nc1ccc(S(=O)(=O)NCCc2ccccc2)cc1)c1ccncc1,1.03,0.0,4.8,1.0,-3.7,1.7,1.3,11.9
NC(=O)c1nsc(C(=O)N(CC(=O)NC2CCCC2)c2ccc(F)c(Cl)c2)c1N,0.875,0.1,-291.2,7.9,5.3,-4.7,-25.7,-14.0

Going on with the list.
Every second line gives: hIAP activ	MPTP inh	SENP8 inh	ATG4B inhibitor	SENP6 block	GRIN3A LBD mod	SENP1 inh	PfGluPho inh
> O=C(COC(=O)COc1ccccc1)NC1CCCC1
→ 1.06	-0.5	7.1	6.7	-16.0	-2.2	2.3	-16.5
> C[C@H](CO)N1C[C@H](C)[C@H](CN(C)C(=O)Nc2ccc(C(C)(C)C)cc2)OCc2cnnn2CCCC1=O
→ nt	0.7	20.4	nt	nt	nt	1.6	5.1
> Cc1ccc2c(c1)nnn2C1CCN(C(=O)NCc2ccccc2)CC1
→ 1.06	3.0	18.3	-7.5	-15.5	-1.9	3.3	7.7
> COc1ccc(C)cc1NC(=O)C(c1ccccc1)N1CCN(CC(=O)N2CCOCC2)CC1 (stereo not given)
→ 0.963	3.0	13.9	2.6	-14.3	-0.4	-1.3	-11.2
> COc1ccccc1Oc1nnnn1-c1ccc(C(N)=O)cc1
→ 0.991	-0.8	2.3	10.1	4.3	-1.2	2.2	-5.8
> CCOC(=O)C1CCCN(C(=O)C(=O)c2cn(CC(=O)N3CCOCC3)c3ccccc23)C1 (stereo not given)
→ 1.09	-0.3	1.5	-5.7	4.1	-4.2	-0.6	-3.1
> COc1ccc(CNC(=O)c2cc(-c3ccc(OC)c(OC)c3)on2)cc1
→ 0.92	-2.3	-36.3	-8.3	8.4	-2.7	-1.0	-15.6
> CCOC(=O)N1CCN(CC(O)c2ccccc2)CC1 (stereo not given)
→ 0.992	-1.3	16.5	-0.1	-7.6	0.6	-0.3	0.3
> Cc1[nH]c2ccccc2c1C(=O)CN1CCN(c2ccc(Cl)cc2)CC1
→ 1.01	5.4	13.5	-5.5	-6.7	-7.9	-1.4	3.9
> Cc1nc(S(=O)(=O)Cc2ccccc2Cl)nc2c1CCC2
→ 0.951	-0.6	12.4	4.7	-7.2	-1.1	-1.1	5.0
> COc1ccc(C2/C(=C(/O)c3ccc(OC(C)C)cc3)C(=O)C(=O)N2CCCN2CCOCC2)cc1 (stereo not given)
→ 1.01	3.0	-18.6	1.8	-1.7	1.5	-5.5	-25.9
> Clc1cccc(Cl)c1COn1nnc2ccccc21
→ 0.832	0.0	-17.2	19.1	7.5	2.8	0.1	25.6
> Cc1ccc2c(c1)N(CC(=O)Nc1c(C)cccc1C)C(=O)c1cccnc1O2
→ 1.07	-0.7	-4.8	2.5	16.2	0.3	0.0	-2.9
> CN(Cc1ccccc1)C(=O)c1nc2ccccn2c1CN1CCCC1c1nccs1 (stereo not given)
→ 1.06	-0.2	-9.5	6.7	4.0	-0.9	-2.0	15.4
> Cc1ccc(S(=O)(=O)N(C)C)cc1NC(=O)COC(=O)Cc1n[nH]c(=O)c2ccccc12
→ 1	-0.1	-16.5	-5.7	-9.1	-1.7	-5.5	16.3
> CCc1nnc(SCC(=O)Nc2ccccc2Cl)nc1CC
→ 1.16	-1.8	-7.2	4.8	7.2	0.0	0.3	-1.9
> CC(=O)Nc1cc2nn(-c3ccccc3)nc2cc1Cl
→ 0.945	0.0	-478.2	-2.7	69.2*	1.2	-0.1	0.3
> CCOC(=O)C1CCCN(C(=O)c2cc(S(=O)(=O)N3CCCCC3)ccc2Cl)C1 (stereo not given)
→ 0.97	-1.8	6.5	6.9	-2.3	-1.1	-0.7	-2.6
> COc1cccc(CNC(=O)CSc2nnc3c(n2)[nH]c2ccc(OC)cc23)c1
→ 0.893	-2.3	14.8	-2.0	-17.5	-0.5	3.9	-5.7
> Cc1ccccc1CCN(C(=O)Cn1nnc2ccccc21)C(C(=O)NC(C)(C)C)c1ccsc1 (stereo not given)
→ 0.951	0.8	13.6	-5.8	-10.1	1.0	1.4	-7.0
> CNC[C@H](O)c1ccc(O)c(O)c1
→ 1.25	0.3	55.2*	-8.8	7.5	-0.9	-8.2	31.4
